Screens: PubChem, National Center for Advancing Translational Sciences (NCATS)
NTMT1 inhibitor: blocks human N-terminal methyltransferase 1 activity; NTMT1 MTase-Glo SAH luminescence, purified enzyme; actives 2.5% (n = 59,000); Potency, µM (series often up to 114 µM), for inactives: top-dose activity change, negative = inhibition, actives largely listed as inhibitors; active = well fitted inhibition curve with a large enough effect; inconclusive = small, poorly fitted or top-dose-only effect;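 also: plate controls were DMSO vehicle for no effect and no enzyme for full effect; nearly all actives have a fitted effect of over 65% in size; many of its hits are not listed in these tables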
Target sequence (Q9BV86 whole entry, looked up): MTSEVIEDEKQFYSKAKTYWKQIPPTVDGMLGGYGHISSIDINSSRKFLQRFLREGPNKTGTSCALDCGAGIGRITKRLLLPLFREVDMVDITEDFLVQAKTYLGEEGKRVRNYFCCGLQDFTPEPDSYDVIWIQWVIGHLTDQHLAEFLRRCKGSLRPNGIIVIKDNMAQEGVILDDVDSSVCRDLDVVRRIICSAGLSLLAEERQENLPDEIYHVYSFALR
* = called active by the depositor; ? = inconclusive; & = joins results of further samples; [ ] = another dose, or the depositor's remark. Potency is read from the fitted curve at half-maximal effect. Some of the compounds tested; count on the stated rates, not on these rows.

SMILES	NTMT1 inhibitor
O=c1c2ccccc2nc2sc(NCc3ccc(Sc4ccccc4)cc3)nn12	9%
FC(F)(F)c1cccc(N2CCN(C(=S)Nc3ccncc3)CC2)c1	-12%
CCOC(=O)c1cccc(NS(=O)(=O)c2ccc(NC(=O)Cc3ccc(Cl)c(Cl)c3)cc2)c1	-3%
O=S(=O)(Nc1cccc2ccncc12)c1ccc(NCc2cccc(Cl)c2O)cc1	8%[57.5 µM]
O=C(Nc1ncc(Cc2ccc(C(F)(F)F)cc2)s1)c1cnc(-c2ccccc2)[nH]1	18%
Cc1cc2c(s1)c1cnn(Cc3cc(F)ccc3F)c(=O)c1n2C	9%[57.5 µM]
CN(C)c1cccc(-c2ccnc(N3CCC(C(N)=O)CC3)n2)c1	-10%
COCCN1C(=O)c2ccccc2NC1c1ccc(OC)c(COc2c(C)cc(NC(C)=O)cc2C)c1 (stereo not given)	13%
CC(=O)Nc1sc2c(c1-c1ccc(N[S+](C)(=O)[O-])cc1)CCNC2	-2%
O=C(c1ccc2c(c1)ncn2-c1cccc(C(F)(F)F)c1)N1CCCCC1	0%[57.5 µM]
O=C(OCC#CCSc1nnc(-c2cccc3ccccc23)s1)c1cccs1	15%
FC(F)(F)c1cccc(-c2ccc(CNc3nc(-c4ccccc4C(F)(F)F)nc4ccccc34)cc2)c1	19%
Cc1cc(NS(=O)(=O)c2ccc(NC(=O)Cc3ccc(Cl)cc3Cl)cc2)no1	10%
Cc1ccccc1-c1nc(NCc2ccc(-c3cccnc3)cc2)c2ccccc2n1	9%[57.5 µM]
COCCN(CCOC)c1nc(C)nc2c1nc(-c1ccccc1)n2CCCN1CCCCC1C (stereo not given)	6%
CC(=O)C1CCN(c2ncc(-c3ccc4c(c3)OCCCO4)s2)CC1	9%
Cc1ccc(S(=O)(=O)Nc2cccc3ccc[n+](C)c23)cc1	?
Cc1ccc(-c2cc(C(=O)NCC[S+](=O)([O-])O)c3ccccc3n2)cc1C	0%
FC(F)(F)c1ccccc1-c1nc(NCC#Cc2cccnc2)c2ccccc2n1	13%&40%
CC(=O)N1CCC[C@H]1C(=O)N[C@@H](Cc1cnc[nH]1)C(=O)N[C@@H](CO)C(=O)N[C@@H](CS)C(=O)N[C@@H](CC(N)=O)C(N)=O	12%
COc1ccc(C2=Nn3c(nnc3-c3cccc(OC)c3OC)SC2)cc1	-1%
CC(C)(O)[C@H]1CC[C@@](C)([C@H]2[C@@H](O)C[C@@]3(C)[C@@H]4C[C@H](O[C@@H]5O[C@H](CO)[C@@H](O)[C@H](O)[C@H]5O)[C@H]5C(C)(C)[C@@H](O[C@@H]6OC[C@@H](O)[C@H](O)[C@H]6O)CC[C@@]56C[C@@]46CC[C@]23C)O1	-15%
N#Cc1nc(Nc2cc(F)cc(F)c2)c2ncn(CCO)c2n1	-9%[57.5 µM]
Cc1ccc(S(=O)(=O)Nc2ccccc2C(=O)Nc2nc(-c3ccccc3)co2)cc1	7%[57.5 µM]
O=C(OC/C=C/CSc1nnc(-c2cccc3ccccc23)o1)c1ccc(F)cc1	10%
[O-][n+]1onc(-c2ccccc2)c1/C=N/O	3%[57.5 µM]
COc1ccc(C2=Nn3c(nnc3-c3ccc(OC)cc3OC)SC2)c(OC)c1	-1%
O=C(O)c1ccc(O)c2ncc(N3CCCCC3)cc12	10%
O=C(Cn1nc(-c2ccncc2)ccc1=O)NCCc1ccccc1	16%
COc1cccc(C2c3c(ncn(-c4ccc(C)cc4)c3=N)Oc3ccc4ccccc4c32)c1 (stereo not given)	?
COc1nccc(-c2nc(Nc3ccc(F)c(F)c3)c3ccccc3n2)c1OC	2%
Cc1csc(CNc2ncnc3ccc(-c4ccccc4Cl)cc23)c1	1%[57.5 µM]
c1cncc(-c2ccc(CNc3nc(-n4ccnc4)nc4ccccc34)cc2)c1	1%
CN(CC(=O)Nc1ccc(N2CCOCC2)cc1)Cc1cccc2ccccc12	-3%
Cc1ccccc1-c1nc(NCc2cccs2)c2ccccc2n1	9%
CCCn1c(-c2ccc(F)cc2)nc2c(N3CCC(N(C)C)C3)nc(C)nc21 (stereo not given)	-6%
COc1ccc(NS(=O)(=O)c2ccccc2C(=O)O)cc1	13%
CCCCN(C)C(=O)Cn1nc(-c2cccc(C)c2)ccc1=O	3%
COc1cc(O)c(C(CC(=O)N2CCC(C)CC2)c2ccc(C)cc2)c(OC)c1 (stereo not given)	-1%
Cc1ccc(NC(=O)CN2C(=O)N/C(=C\c3cccn3-c3ccc(P(=O)(O)O)cc3)C2=O)cc1	?
CS(=O)(=O)c1ccc(C(=O)OCC(=O)N2Cc3ccccc3C2)cc1[N+](=O)[O-]	-22%[57.5 µM]
Cc1ccccc1NC(=O)CN1C(=O)N/C(=C\c2cn(-c3cccc(C(=O)O)c3)cn2)C1=O	14%
Oc1ccc(COCc2ccc(F)cc2)c2cccnc12	-4%
O=C(Nc1ccc2c(c1)OCCO2)Nc1nnc(-c2ccncc2)s1	7%
O=S(=O)(c1ccccc1)N1CCN(c2nc(C3CC3)nc3ccccc23)CC1	8%
CCCCC1CCC(C(=O)Nc2ccc(S(=O)(=O)Nc3nccs3)cc2)CC1 (stereo not given)	-3%
COc1cc(O)c(C(CC(=O)N2CCCC(C(C)C)C2)c2ccc3c(c2)OCO3)c(OC)c1 (stereo not given)	12%[228 µM]
Clc1nc(CN2CCOCC2)nc2sc3c(c12)CCC3	16%[57.5 µM]
COc1cc(O)c(C(CC(=O)N2CCC(Cc3ccccc3)CC2)c2ccc(OC)c(OC)c2)c(OC)c1 (stereo not given)	9%[228 µM]
CC(C)c1ccccc1-c1nc(NCc2ccc(-c3cccnc3)cc2)c2ccccc2n1	18%
CC(=O)Nc1sc2c(c1-c1ccc(OC(F)(F)F)cc1)CCNC2	0%
O=[N+]([O-])c1ccccc1S(=O)(=O)N1CCN(S(=O)(=O)c2ccc3c(c2)OCCO3)CC1	-2%
CCOC(=O)c1nn(-c2ccc(OC)cc2)c(=O)c2c(N)scc12	13µM*
CC(C)C[C@@H]1NC(=O)[C@@H](C(C)C)NC(=O)[C@@H]2CCCN2C(=O)[C@@H](CC(=O)O)NC(=O)[C@@H](Cc2c[nH]c3ccccc23)NC1=O	10%
CCC(=O)NC(c1ccco1)c1cc([N+](=O)[O-])c2cccnc2c1O (stereo not given)	20%
COc1ccc(S(=O)(=O)N(C(C)=O)c2ccccc2/C=C/c2cc[n+]([O-])cc2)cc1	4%
O=C(NCCc1nc2ccccc2n1CCOc1cccc(Br)c1)C1CCCCC1	-15%[57.5 µM]
COc1cc2c(NC3CCN(C)CC3)nc(N3CCCN(C)CC3)nc2cc1OCc1ccccc1	?
CCOC(=O)c1ccc(-c2ccc3ncnc(NCc4csc(C)n4)c3c2)o1	-12%
O=C(NCCc1nc2ccccc2n1CCCc1ccccc1)C1CCCCC1	-2%

Brought forward from above: six entries, followed by the next part.
SMILES	NTMT1 inhibitor
CCC(=O)NC(c1ccco1)c1cc([N+](=O)[O-])c2cccnc2c1O (stereo not given)	20%
COc1ccc(S(=O)(=O)N(C(C)=O)c2ccccc2/C=C/c2cc[n+]([O-])cc2)cc1	4%
O=C(NCCc1nc2ccccc2n1CCOc1cccc(Br)c1)C1CCCCC1	-15%[57.5 µM]
COc1cc2c(NC3CCN(C)CC3)nc(N3CCCN(C)CC3)nc2cc1OCc1ccccc1	?
CCOC(=O)c1ccc(-c2ccc3ncnc(NCc4csc(C)n4)c3c2)o1	-12%
O=C(NCCc1nc2ccccc2n1CCCc1ccccc1)C1CCCCC1	-2%
Cc1ccc(Cl)cc1NS(=O)(=O)c1cc2c(cc1F)NC(=O)CC2	-8%
Cc1ccc(S(=O)(=O)Nc2ccc(NS(=O)(=O)c3ccc(C)cc3)c3ncccc23)cc1	?
O=C(NC(c1ccco1)c1cc(Cl)c2cccnc2c1O)c1ccc(F)c(F)c1 (stereo not given)	16%
COc1ccc(Nc2nc(C#N)nc(NC3CCCC3)n2)cc1	2%
CCOc1ccc(NC(=O)c2ccc(-c3nc4ccccc4[nH]3)cc2)cc1Cl	14%
CN(C)c1cnc2c(O)cccc2c1	3%
COc1ccc(C2=Nn3c(nnc3-c3ccccc3O)SC2)c(OC)c1	-3%
CN1CCOc2ccc(S(=O)(=O)N3CCN(S(=O)(=O)c4c(F)cccc4F)CC3)cc21	16%&12%
Cn1c2cc(C(=O)O)sc2c2cnn(Cc3ccccc3F)c(=O)c21	0%
CC(C)OC(=O)[C@H](C)N[P@](=O)(OC[C@H]1O[C@@H](n2ccc(=O)[nH]c2=O)[C@](C)(F)[C@@H]1O)Oc1ccccc1	-27%
CC(=O)Nc1oc(-c2cccc3ccccc23)nc1C#N	?
FC(F)(F)c1ccccc1-c1nc2c(c(NCc3ccc(-c4cccnc4)cc3)n1)CCC2	13%
CC(=O)N1CCc2cc(S(=O)(=O)N3CCN(S(=O)(=O)c4c(F)cccc4F)CC3)ccc21	9%
Cc1ccc(NS(=O)(=O)c2ccc3c(c2)CCC(=O)N3)cc1	0%[57.5 µM]
COc1cc([C@@H]2c3cc4c(cc3[C@@H](O[C@@H]3O[C@@H]5CO[C@@H](c6cccs6)O[C@H]5[C@H](O)[C@H]3O)[C@H]3COC(=O)[C@H]23)OCO4)cc(OC)c1O	-10%

Laid out differently: entries from further up.
| Molecule | NTMT1 inhibitor |
| --- | --- |
| Cn1c2cc(C(=O)O)sc2c2cnn(Cc3ccccc3F)c(=O)c21 | 0% |
| CC(C)OC(=O)[C@H](C)N[P@](=O)(OC[C@H]1O[C@@H](n2ccc(=O)[nH]c2=O)[C@](C)(F)[C@@H]1O)Oc1ccccc1 | -27% |
| CC(=O)Nc1oc(-c2cccc3ccccc23)nc1C#N | ? |
| FC(F)(F)c1ccccc1-c1nc2c(c(NCc3ccc(-c4cccnc4)cc3)n1)CCC2 | 13% |
| CC(=O)N1CCc2cc(S(=O)(=O)N3CCN(S(=O)(=O)c4c(F)cccc4F)CC3)ccc21 | 9% |
| Cc1ccc(NS(=O)(=O)c2ccc3c(c2)CCC(=O)N3)cc1 | 0%[57.5 µM] |

Going on with the list:
SMILES	NTMT1 inhibitor
CC(=O)c1ccc(N2CCN(S(=O)(=O)c3ccc4c(c3)CCCC(=O)N4)CC2)cc1	-1%
Cc1cc(C)nc(NC(=S)N2CCN(c3ccc4ncccc4c3[N+](=O)[O-])CC2)c1	?
O=C1S/C(=C\c2ccc(OCc3cccc(B(O)O)c3)cc2)C(=O)N1Cc1ccc(F)cc1	3%
COC(=O)c1ccccc1C(=O)Nc1nc(-c2ccccc2)cs1	0%[57.5 µM]
O=C(O)c1cccc(S(=O)(=O)Nc2nccs2)c1	-12%
COC(=O)Nc1sc2c(c1C(N)=O)CCCC2	-13%
CN(c1cccc2cccnc12)S(=O)(=O)c1ccccc1	6%
COCCNc1nc(C)nc2c1nc(-c1ccccc1)n2CCN(C)C	2%
COc1ccnc(NC(=S)N2CCN(c3cccc(Cl)c3Cl)CC2)c1	?
O=C1CCc2cc(S(=O)(=O)Nc3ccc(F)cc3)ccc2N1	-3%[57.5 µM]
COCc1nn2c(=O)cc(N3CCNCC3)nc2s1	-1%
CN(Cc1ccco1)c1ncnc2ccc(-c3ccoc3)cc12	?
O=C(NC1CCCc2c1cnn2-c1ccc(F)cc1F)c1ccccn1 (stereo not given)	12%&9%
O=C(O)c1ccc(S(=O)(=O)N[C@H](Cc2ccc([N+](=O)[O-])cc2)C(=O)O)cc1	13%
CCCn1c(-c2ccc(F)cc2)nc2c(NCCN(C)C)nc(C)nc21	?
Cc1ccc(-c2cc(C(=O)NCc3ccccc3)c3ccccc3n2)cc1C	?
CC(C)(C)OC(=O)Cc1nnc(-c2cc3ccccc3[nH]2)s1	?
CC[C@H]1OC(=O)[C@H](C)[C@@H](O[C@H]2C[C@@](C)(OC)[C@@H](O)[C@H](C)O2)[C@H](C)[C@@H](O[C@@H]2O[C@H](C)C[C@H](N(C)C)[C@H]2O)[C@](C)(O)C[C@@H](C)C(=O)[C@H](C)[C@@H](O)[C@]1(C)O	8%[57.5 µM]
C[C@@]12C(=O)OC(=O)[C@]1(C)[C@H]1CC[C@@H]2O1	12%
O=[S+]([O-])(NC[C@H]1CCC[C@H](CN[S+](=O)([O-])c2c(F)cccc2F)C1)c1ccc2c(c1)OCCO2	4%
CCC(=O)N1CCOc2c(cc(-c3cc(OC)cc(OC)c3)cc2C(=O)N[C@H]2CCCN(C)C2)C1	-17%
CCSC1=NS(=O)(=O)c2ccccc21	19%
CO[C@@H]1[C@@H](O)[C@H](O)[C@@H](n2c3c(Cl)cccc3c3c4c(c5c6cccc(Cl)c6[nH]c5c32)C(=O)NC4=O)O[C@H]1CO	-12%
c1ccc(CNc2nc(-c3cccs3)nc3ccccc23)cc1	5%
N#Cc1nc(Nc2cc(F)cc(F)c2)c2ncn(CCN3CCCC3)c2n1	-8%
CCCCNc1nc(C)nc2c1nc(-c1ccccc1)n2CCCN(C)C	-6%
O=C(Nc1ccc(N2CCOCC2)c(F)c1)Nc1nnc(-c2ccncc2)s1	-2%[57.5 µM]
COc1cccc(CNc2ccc(S(=O)(=O)Nc3cccs3)cc2)c1O	-9%[29.8 µM]
COc1cccc(C2c3c(ncn(-c4ccccc4C)c3=N)Oc3ccc4ccccc4c32)c1 (stereo not given)	5%
Cc1ccccc1C(=O)N1CCc2cc(-n3cc(NC(=O)Cc4ccccc4)cn3)ccc21	4%
O=C(CNC(=O)c1ccccc1)OC(CCc1ccccc1)C(=O)Nc1cc(C(F)(F)F)ccc1Cl (stereo not given)	13%
O=C1CCCC2=C1C(c1[nH]ncc1Cl)N=C(Nc1nc3cccc(Cl)c3o1)N2 (stereo not given)	3%
CCOC(=O)c1ccoc1-c1ccc2ncnc(NCCc3cnc[nH]3)c2c1	-9%
COc1ccnc(NC(=S)N2CCN(c3cccc(C(F)(F)F)n3)CC2)c1	?
Cc1cc(NS(=O)(=O)c2ccc(NC(=O)Cc3ccc(Cl)c(F)c3)cc2)no1	1%
N#Cc1nc(Nc2cc(F)cc(Cl)c2)nc(NC2CCCC2)n1	-11%
